From PubChem BioAssay
HIV peptide binding = cell-free HIV fusion peptide-binding blockers – biochemical, uHTS, fluorescence dequenching, primary screen (AID 1986) | inhibition, % at 20 µM, or IC50 in µM where a hit was titrated | hit rate 0.3% among 290,000 | cell-free peptide binding, fluorescence dequenching, 30 min; higher % means a stronger effect; in the data active = inhibition mostly above about 52%, no sharp cut-off; inactive = mostly below about 76%; also: some results filed as inactive read as strong as hits
Myeloid diff 2 = promotes myeloid progenitor differentiation. hit rate 1% among 360,000. calls only at 10 µM. ER-HoxA9 myeloid progenitors, lysozyme-GFP differentiation, flow cytometry;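 active = normalized GFP-positive differentiation at or above the plate's own cutoff, the solvent-only control mean plus 3 SD; inconclusive = no clear call, values can overlap the other calls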;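 also: cells exposed to compound for four days before flow analysis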
Siah-1 displacement = Siah-1 peptide-binding antagonists, primary screen, biochemical, fluorescence polarization, rhodamine-plectin, uHTS (AID 1817). hit rate 0.02% among 290,000. displacement, % at 20 µM, or IC50 in µM where a hit was titrated. Siah-1 / rhodamine-plectin peptide fluorescence polarization; higher % means a stronger effect;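 active = displacement of at least 50% at 20 µM, with a fluorescence ratio check between 0.3 and a set limit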;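 also: plate controls were Siah plus tracer with DMSO for no effect and tracer alone without Siah for full effect; strong numbers were not always called active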
LYP inhibition = PTPN22 lymphoid phosphatase activity blockers – biochemical, fluorescence intensity, uHTS (AID 1779). recombinant LYP phosphatase, fluorescence intensity; higher % means a stronger effect. inhibition, % at 11.5 µM; hits with a dose series show IC50 in µM. hit rate 0.054% among 290,000;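 also: plate controls were vehicle with enzyme for no effect and no enzyme for full effect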
Dengue-2 NS5 capping = Dengue-2 NS5 methyltransferase inhibitors, primary screen, biochemical, confirmation dose response (AID 588689) | Dengue-2 NS5 methyltransferase capping enzyme assay, biochemical; higher % means a stronger effect | one-dose inhibition, % at 25 µM; IC50 in µM for titrated hits | hit rate 0.3% among 340,000; in the data active = a potency from the dose series; inconclusive = inhibition above about 29% without an active follow-up result
Lipid droplet = hepatic lipid droplet formation modulation; AML12 mouse hepatocytes, oleate lipid droplets, BODIPY imaging; hit rate 0.4% among 240,000; inhibition, % at 6.5 µM;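 active = lipid droplet intensity inhibited by at least 50%, with more than 500 cells counted; inconclusive = wells with under 300 cells, treated as cytotoxic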
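Test system: AML12 hepatocytes (mouse); reagent: oleate loading, 100 µM; dosing: one dose, 6.5 µM compound; incubation: overnight exposure; signal: fluorescence imaging, 20x objective, two fields per well; read-out basis: % inhibition of corrected integrated BODIPY droplet signal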
XIAP displacement = XIAP antagonists, biochemical, IAP family, fluorescence polarization (AID 1018) | XIAP BIR domain, fluorescence polarization peptide displacement; higher % means a stronger effect | displacement, % at 20 µM, or IC50 in µM where a hit was titrated | hit rate 0.007% among 200,000; in the data active = displacement above about 50%; also: a part of the inactive calls stands beside numbers as strong as those of hits
NOD2 inhibition = inhibition of NOD2-driven NF-kB reporter – cell-based, luminescence, uHTS, HEK293 (AID 1566); HEK293 NOD2/NF-kB luciferase reporter, luminescence; higher % means a stronger effect; inhibition, % at 4 µM, or EC50 in µM where a hit was titrated; hit rate 0.63% among 290,000; also: many of its hits are not listed in these tables
AID2073 = inhibitors of Mint1-CaV2.2 protein interaction, biochemical, HTRF (AID 2073). HTRF protein-protein interaction, Mint1-CaV2.2; higher % means a stronger effect. inhibition, % at 20 µM; hits with a dose series show IC50 in µM. hit rate 0.19% among 290,000; in the data active = inhibition mostly above about 51%, no sharp cut-off; inconclusive = no clear call, values can overlap the other calls; inactive = mostly below about 53%; also: some results filed as inactive read as strong as hits
Lipid droplet cells 6.5 µM = recorded beside Lipid droplet, whose call it bears; cell count; measured here: cell count, cytotoxicity flag;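 cells counted across two imaged fields per well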
Dengue-2 NS5 capping pilot replicate = second read-out of Dengue-2 NS5 capping, no call of its own (marks repeat the call); inhibition, %; measured here: pilot screen replicate inhibition
Myeloid diff 2 GFP+ MAC1+ % = recorded beside Myeloid diff 2, whose call it bears; GFP+ MAC1+ double positive, %; measured here: differentiation confirmed by MAC1 staining
The depositor's hits bear a star; i = inactive; ? = inconclusive; . = no result given; + = active, no number. Rule as the data show it, unless noted: active = inhibition above about 50%; inactive = the rest. This is a subset (hit frequency here may not be typical).

SMILES	HIV peptide binding	Myeloid diff 2	Myeloid diff 2 GFP+ MAC1+ %	Siah-1 displacement	LYP inhibition	Dengue-2 NS5 capping	Lipid droplet	Lipid droplet cells 6.5 µM	XIAP displacement	NOD2 inhibition	AID2073	others
O=C(CS(=O)(=O)c1ccccc1)Nc1ccc(S(=O)(=O)Nc2ncccn2)cc1	1.3%	i	0.1	4%	-4%	4%	36	713	-1.9%	12%	8%
CN(C)CC(=O)Nc1nc(-c2ccccc2)cs1	2.1%	i	0.5	0%	-10%	-6%	29	824	-13%	4%	-2%
O=C(CN1CCN(c2ccc(F)cc2)CC1)Nc1cc(C(F)(F)F)ccc1Cl	1.9%	i	2.6	0%	6%	14%	0	686	1.0%	6%	-5%
Cc1ccccc1C(=O)Nc1cccc(NC(=S)NC(=O)c2cccs2)c1	-1.4%	i	1.0	-3%	2%	2%	.	.	-0.8%	19%	-17%
CCOc1cc(S(=O)(=O)n2c(C)nc3ccccc32)ccc1F	0.1%	i	0.5	3%	-3%	.	-1	732	-1.0%	2%	-11%
COc1ccc(C(OCC(O)CNCCc2ccc(S(N)(=O)=O)cc2)c2ccc(OC)cc2)cc1 (centres undefined)	-1.2%	i	0.7	0%	-9%	-3%	.	.	.	1%	11%
CCN(CC)CCCn1c(C)cc2c(c1=O)C(c1ccc(OC)c(OC)c1OC)C(C#N)=C(N)O2 (centres undefined)	2.4%	i	1.7	-2%	-9%	-2%	-3	722	-6.6%	-9%	8%
O=C(Cn1c(=O)[nH]c2ccsc2c1=O)NC1CCCCC1	-1.1%	+	5.0*	0%	6%	0%	.	.	-6.0%	-3%	0%
CC(C)Sc1nc2ncnc(N)c2[nH]1	0.3%	i	0.4	2%	4%	0%	-1	716	-4.7%	13%	-7%
Cc1ccc(C(=O)Nc2cccc(C(=O)O)c2)cc1	0.9%	.	.	-1%	-8%	.	.	.	-1.7%	-87%	-9%
C/C=C/Cn1c(N2CCCCCC2)nc2c1c(=O)[nH]c(=O)n2C	-1.0%	i	0.3	0%	-12%	-2%	.	.	2.6%	13%	-5%
Cc1cccc(NC(=O)c2cccc(N3C(=O)C4C5CCC(C5)C4C3=O)c2)c1C (centres undefined)	-1.9%	i	0.9	-2%	-3%	-10%	.	.	-2.1%	5%	-4%	Dengue-2 NS5 capping pilot replicate=-2.9
NS(=O)(=O)c1ccc(NC(=S)N2CCC(O)CC2)cc1	-0.4%	i	0.5	5%	-4%	-4%	-10	650	-0.9%	11%	-16%
O=C(CN1C(=O)COc2ccccc2C1=O)c1ccc2c(c1)OCCO2	-0.7%	i	0.7	4%	-8%	-1%	-24	718	.	11%	11%
N#CC1CN(Cc2ccccc2)CN(Cc2ccccc2)C1	-0.9%	i	0.5	8%	-11%	4%	-17	689	.	7%	-1%
Cc1cc(NC(=O)CSc2nc(CCC3CCCC3)nc3ccccc23)no1	1.6%	+	2.7*	0%	4%	-7%	-12	676	-3.4%	6%	17%
Cc1cccc(NC(=O)c2nc[nH]c2C(=O)N[C@@H](Cc2ccccc2)C(=O)OC(C)(C)C)c1	-0.7%	i	1.3	0%	11%	-4%	0	703	.	10%	17%
C=CCN(CC=C)CCOc1ccccc1[N+](=O)[O-]	2.2%	i	0.0	-3%	-4%	-5%	-16	609	-0.8%	5%	-4%
NNc1nc2sc3c(c2c(=O)n1C1CCCCC1)CCN(Cc1ccccc1)C3	4.2%	i	0.6	-1%	-7%	-6%	0	706	.	13%	5%
Cc1ccc2nc(-c3ccc(NC(=O)COC(=O)c4ccc(=O)[nH]c4)cc3)sc2c1	0.6%	i	0.4	-6%	-2%	3%	2	693	-11%	-78%	19%

Of the compounds above, these contain an NH in an aromatic ring:
SMILES	HIV peptide binding	Myeloid diff 2	Myeloid diff 2 GFP+ MAC1+ %	Siah-1 displacement	LYP inhibition	Dengue-2 NS5 capping	Lipid droplet	Lipid droplet cells 6.5 µM	XIAP displacement	NOD2 inhibition	AID2073	others
O=C(Cn1c(=O)[nH]c2ccsc2c1=O)NC1CCCCC1	-1.1%	+	5.0*	0%	6%	0%	.	.	-6.0%	-3%	0%
CC(C)Sc1nc2ncnc(N)c2[nH]1	0.3%	i	0.4	2%	4%	0%	-1	716	-4.7%	13%	-7%
C/C=C/Cn1c(N2CCCCCC2)nc2c1c(=O)[nH]c(=O)n2C	-1.0%	i	0.3	0%	-12%	-2%	.	.	2.6%	13%	-5%
Cc1cccc(NC(=O)c2nc[nH]c2C(=O)N[C@@H](Cc2ccccc2)C(=O)OC(C)(C)C)c1	-0.7%	i	1.3	0%	11%	-4%	0	703	.	10%	17%
Cc1ccc2nc(-c3ccc(NC(=O)COC(=O)c4ccc(=O)[nH]c4)cc3)sc2c1	0.6%	i	0.4	-6%	-2%	3%	2	693	-11%	-78%	19%

Back to the main list with the 2 entries that preceded the break.
SMILES	HIV peptide binding	Myeloid diff 2	Myeloid diff 2 GFP+ MAC1+ %	Siah-1 displacement	LYP inhibition	Dengue-2 NS5 capping	Lipid droplet	Lipid droplet cells 6.5 µM	XIAP displacement	NOD2 inhibition	AID2073	others
NNc1nc2sc3c(c2c(=O)n1C1CCCCC1)CCN(Cc1ccccc1)C3	4.2%	i	0.6	-1%	-7%	-6%	0	706	.	13%	5%
Cc1ccc2nc(-c3ccc(NC(=O)COC(=O)c4ccc(=O)[nH]c4)cc3)sc2c1	0.6%	i	0.4	-6%	-2%	3%	2	693	-11%	-78%	19%
CCOc1cc2c(cc1/C=C/C(=O)O)OC(C)C2 (centres undefined)	-2.8%	i	0.3	-1%	-18%	-4%	3	676	.	4%	45%
Cc1ccc(N=CNc2ccc(C)cc2C)c(C)c1	-2.4%	i	1.6	1%	-7%	.	-15	690	.	12%	2%
CCOc1ccccc1NC(=O)Cn1c(=O)sc2ccccc21	-0.3%	i	0.0	2%	-3%	-2%	1	763	-6.4%	6%	-10%
COc1ccc(N2C(=O)C3CCCN3C2c2cc(OC)c(OC)c(OC)c2)cc1 (centres undefined)	3.0%	i	3.1	0%	-11%	1%	.	.	-6.5%	7%	5%
O=S1(=O)CCC(N=Cc2cc(Br)ccc2O)C1 (centres undefined)	1.2%	i	1.3	3%	-10%	3%	2	737	-3.8%	4%	3%
COc1cccc(OCC(=O)N(C)Cc2nc(-c3ccccc3)no2)c1	-0.4%	i	0.8	5%	-11%	2%	-1	726	.	-6%	-1%
CCOC(=O)c1cccc(NC(=O)c2cncc(Br)c2)c1	-0.2%	i	0.5	-1%	-2%	-4%	6	636	-2.9%	-10%	-7%
COc1cccc(N2C(=O)CN(Cc3cc(OC)c(OC)c(OC)c3)C2=S)c1	-2.1%	i	0.3	8%	-5%	-5%	28	750	.	12%	-2%
CCCCOc1ccc(N=Nc2ccc(N)nc2N)cn1	-3.1%	i	0.5	4%	2%	6%	-1	657	.	-60%	-8%
Cc1ncc(C[n+]2csc(C)c2C)c(N)n1	1.4%	i	0.1	-1%	-12%	-6%	22	712	-6.0%	-1%	-6%
Cc1ccc(-c2nn(C)c(=O)c3ccccc23)cc1S(=O)(=O)NCCN1CCOCC1	-1.4%	.	.	1%	0%	-4%	2	643	-3.5%	7%	3%
CSc1ncc(F)c(N(CCO)CCO)n1	2.5%	i	0.2	0%	0%	-6%	-4	624	-3.9%	-5%	-1%
COc1ccc(N2CCN(C(=O)C(=O)c3cn(CC(=O)N4CCOCC4)c4ccccc34)CC2)cc1	28%	i	0.4	-5%	-6%	-2%	-1	731	.	-1%	35%
COc1cc(OC)c(-c2nn3c(-c4cccnc4)nnc3s2)cc1OC	1.6%	.	.	2%	1%	.	.	.	-7.7%	-17%	14%
Cc1ccc2ncnc(NCCCCCC(=O)O)c2c1	0.5%	i	0.3	-1%	-4%	-5%	3	640	-2.9%	-2%	4%
CC(=O)Nc1ccc(S(=O)(=O)Nc2ccccc2C(=O)N2CCCCCC2)cc1	-1.0%	i	0.6	-3%	-4%	-2%	0	894	.	5%	15%	Dengue-2 NS5 capping pilot replicate=1.5
COc1ccc(OC)c(-c2cc(C(=O)Nc3c(C)nn(Cc4ccccc4)c3C)no2)c1	-1.5%	?	.	-2%	3%	-6%	.	.	-4.5%	26%	-3%
Cc1ccc(NC(=O)CN2CCOCC2)cc1Cl	-0.9%	i	0.3	3%	-7%	-1%	.	.	.	-7%	20%
O=C(NCCCN1CCCC1)Nc1cccc2ccccc12	-0.6%	i	0.6	0%	-8%	7%	.	.	-5.4%	24%	-2%
O=[N+]([O-])c1ccc2c(c1)S(=O)c1ccccc1-2 (centres undefined)	-0.1%	i	0.9	11%	-4%	0%	8	702	.	-4%	-5%
CCC(C)Nc1nc2c(c(=O)[nH]c(=O)n2C)n1CCC(C)C (centres undefined)	-0.8%	+	6.8*	-6%	-5%	0%	14	784	-9.9%	20%	8%
COc1ccc(NC(=O)COC(=O)CCCc2c[nH]c3ccccc23)cc1OC	-0.4%	i	4.7	2%	-8%	-9%	.	.	1.5%	7%	1%
CC(=O)N1CSCC1C(=O)NNS(=O)(=O)c1cccc(C(F)(F)F)c1 (centres undefined)	-1.6%	i	0.5	-1%	-3%	-8%	-8	723	.	10%	7%
Cc1cc(NC(=O)CCCn2nc([N+](=O)[O-])c(Cl)c2C)no1	-2.0%	i	0.7	-9%	-3%	4%	3	678	-4.0%	-7%	29%
O=C(Nc1cccc(F)c1)c1ccc(S(=O)(=O)NCC2CCCO2)cc1 (centres undefined)	15%	i	0.8	3%	-4%	1%	.	.	-7.2%	11%	-10%

Sorted by count of non-hydrogen atoms (ascending): part of the list above
SMILES	HIV peptide binding	Myeloid diff 2	Myeloid diff 2 GFP+ MAC1+ %	Siah-1 displacement	LYP inhibition	Dengue-2 NS5 capping	Lipid droplet	Lipid droplet cells 6.5 µM	XIAP displacement	NOD2 inhibition	AID2073	others
Cc1ccc(C(=O)Nc2cccc(C(=O)O)c2)cc1	0.9%	.	.	-1%	-8%	.	.	.	-1.7%	-87%	-9%
COc1ccc(N2C(=O)C3CCCN3C2c2cc(OC)c(OC)c(OC)c2)cc1 (centres undefined)	3.0%	i	3.1	0%	-11%	1%	.	.	-6.5%	7%	5%
Cc1ccc(-c2nn(C)c(=O)c3ccccc23)cc1S(=O)(=O)NCCN1CCOCC1	-1.4%	.	.	1%	0%	-4%	2	643	-3.5%	7%	3%
